Bioassay records deposited in PubChem by several laboratories.
ADAM17 inh = inhibitors of human ADAM17; recombinant ADAM17, EDANS/DABCYL FRET peptide cleavage; AID 720648; P78536; inhibition, % at 6.95 µM; actives 0.83% (n = 370,000);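 active = inhibition above the mean of compounds lying between control limits plus 3 SD, set per campaign, cut at about 8.5% in these data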;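 also: 0% = DMSO-only wells as the low control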
Target sequence (P78536 215-824 limits assumed): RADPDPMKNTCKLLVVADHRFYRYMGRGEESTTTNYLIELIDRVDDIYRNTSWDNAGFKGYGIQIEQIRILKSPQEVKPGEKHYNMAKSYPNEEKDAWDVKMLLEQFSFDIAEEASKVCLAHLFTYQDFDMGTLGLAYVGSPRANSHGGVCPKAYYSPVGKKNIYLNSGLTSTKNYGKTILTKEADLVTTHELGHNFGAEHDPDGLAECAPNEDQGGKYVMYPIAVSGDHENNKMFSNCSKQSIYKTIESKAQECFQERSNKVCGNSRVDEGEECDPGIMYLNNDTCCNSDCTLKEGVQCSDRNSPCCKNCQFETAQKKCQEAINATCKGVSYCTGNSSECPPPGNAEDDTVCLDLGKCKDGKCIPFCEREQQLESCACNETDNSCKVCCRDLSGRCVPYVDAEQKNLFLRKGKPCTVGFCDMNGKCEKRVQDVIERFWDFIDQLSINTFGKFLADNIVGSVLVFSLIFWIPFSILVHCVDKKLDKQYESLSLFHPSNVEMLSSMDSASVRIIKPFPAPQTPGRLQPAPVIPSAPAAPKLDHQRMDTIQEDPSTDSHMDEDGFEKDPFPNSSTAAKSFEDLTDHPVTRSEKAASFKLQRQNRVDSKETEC
hgDAF-12 ag = activates the H. glycines DAF-12 receptor ligand-binding domain. activation, % at 6.8 µM. actives 1.8% (n = 370,000). HEK293 GAL4-hgDAF12 UAS-luciferase reporter, agonist luminescence; normalized to butyrate control. AID 687014;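 active = activation above a cutoff set at the mean of all screened compounds plus 3 SD, cut at about 10% in these data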;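 also: 0% = DMSO wells and 100% = sodium butyrate wells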
ADAM10 inh = ADAM10 inhibition, QFRET primary screen | recombinant ADAM10, EDANS/DABCYL FRET peptide cleavage, 3 h | AID 720582 | inhibition, % at 7 µM | actives 0.62% (n = 370,000);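 active = inhibition above a per-campaign cutoff equal to the mean of compounds falling between control-based bounds plus 3 SD, cut at about 20% in these data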;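 also: 0% = DMSO wells while the 100% control is not disclosed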
FXN GAA850 act = activators of GAA850 frataxin (FXN) promoter; activation, % at 6 µM; HEK293 lucGAA850 FXN promoter luciferase reporter, 24 h; percent of 10 µM SAHA response; AID 540364; actives 0.56% (n = 360,000);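 active = activation above the average of all compounds screened plus 3 SD, cutoff fixed separately per campaign, cut at about 7.5% in these data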;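 also: 0% = DMSO wells and 100% = 10 µM SAHA wells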
DAX1 inh-1 = inhibits human nuclear receptor DAX1. P51843. HEK293 Gal4-DAX1 luciferase reporter, luminescence. inhibition, % at 6.75 µM. actives 0.99% (n = 340,000). AID 504766;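 active = inhibition above the mean over all tested compounds plus 3 SD, cut at about 4.2% in these data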;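 also: 0% = DAX1-transfected cells with DMSO and 100% = empty-vector control cells with DMSO; inhibition shows as a rise in luminescence from relieved DAX1 repression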
Target sequence (P51843 207-470 limits assumed): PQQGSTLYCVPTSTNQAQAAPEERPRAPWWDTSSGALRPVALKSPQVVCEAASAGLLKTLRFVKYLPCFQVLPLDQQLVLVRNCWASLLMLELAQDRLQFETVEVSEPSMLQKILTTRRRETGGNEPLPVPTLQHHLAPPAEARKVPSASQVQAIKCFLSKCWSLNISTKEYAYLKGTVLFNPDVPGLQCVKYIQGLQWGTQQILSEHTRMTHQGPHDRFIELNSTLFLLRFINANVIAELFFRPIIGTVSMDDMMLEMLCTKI
ssDAF-12 act = activates DAF-12 receptor from parasite S. stercoralis; HEK293 ssDAF-12/GRIP1 lit1-tk-luc reporter, luminescence; % of 3 µM dafachronic acid response; activation, % at 6.8 µM; actives 1% (n = 370,000); AID 652126;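 active = activation above the mean over all tested compounds plus 3 SD, cut at about 0.9% in these data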;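 also: 0% = DMSO-only wells and 100% = 3 µM delta7-dafachronic acid wells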
hcDAF-12 act = activators of H. contortus DAF-12 nuclear receptor. HEK293 hcDAF-12 lit1-tk-luc reporter, luminescence; 0% DMSO, 100% Δ7-dafachronic acid. activation, % at 6.8 µM. actives 1.4% (n = 370,000). AID 652067;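 active = activation above the mean of all tested compounds plus 3 SD, cut at about 5.5% in these data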;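 also: 100% = response to 3 µM Δ7-dafachronic acid high control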
PG9 binder = binds the HIV-1 gp120 antibody PG9; TR-FRET gp120-PG9 antibody binding; inhibition, % at 6.7 µM; actives 0.43% (n = 360,000); in the data active = inhibition above about 8.5%
NPR1 activator = GC-A (human) enzyme activation; HEK293 GC-A cells, cGMP TR-FRET, EC30 ANP; 0% at EC30 ANP, 100% saturating ANP; activation, % at 10 µM; actives 0.14% (n = 370,000); AID 1671463; in the data active = activation above about 40%
SMARCA2 act = increases SMARCA2 function in MMTV reporter cells; MG213 cells, MMTV-luciferase reporter, dexamethasone, overnight; activation, % at 9.1 µM; actives 1% (n = 370,000); AID 652017; in the data active = activation above about 7.8%;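 also: 0% = vehicle wells and 100% = reference activator wells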
DAX1 inh-2 = DAX1 (NR0B1) inhibition, primary screen | HEK293T StAR-luciferase reporter, SF-1/DAX-1 repression relief | inhibition, % at 6.8 µM | actives 1.1% (n = 370,000) | AID 652010;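 active = inhibition above the mean over all tested compounds plus 3 SD, cut at about 3.6% in these data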;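 also: 0% = DAX-1 cells with DMSO and 100% = cells lacking DAX-1 with DMSO; higher inhibition means more luminescence from relief of DAX-1 repression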
* = called active by the depositor; nt = not tested or not shown.

SMILES | ADAM17 inh | hgDAF-12 ag | ADAM10 inh | FXN GAA850 act | DAX1 inh-1 | ssDAF-12 act | hcDAF-12 act | PG9 binder | NPR1 activator | SMARCA2 act | DAX1 inh-2
Cc1cc(C)nc(SCc2nnc(SCC(=O)Nc3ccc(C)c(C)c3)o2)n1 | -1 | 1.8 | -1 | -1.7 | 2.0 | -1.3 | -1.7 | 0.8 | 2 | -3 | 1.0
CCOC(=O)CSC1=C(C#N)C(=O)NC(c2ccc(OC)c(OC)c2)S1 (configuration not stated) | -2 | 0.8 | 3 | 2.0 | -0.2 | -1.2 | -0.3 | 0.5 | 3 | -2 | -0.3
COc1ccc(-c2nnc(SC)o2)c(OC)c1 | 0 | 6.8 | -3 | 1.3 | 0.9 | -1.0 | -0.3 | -2.2 | 0 | 3 | 0.2
O=C(c1ccc(Cl)nc1)N1CCN(S(=O)(=O)c2ccc(Cl)cc2)CC1 | -1 | -1.4 | 2 | 1.1 | 0.7 | -1.0 | -1.7 | -0.3 | -3 | -3 | -0.3
CCC1S/C(=N/N=C/c2ccco2)N(Cc2ccccc2)C1=O (configuration not stated) | 5 | -1.9 | 4 | 2.5 | nt | -1.9 | -1.6 | -0.8 | -11 | -4 | -0.4
COc1ccc(CC(=O)NCC2COc3ccccc3O2)cc1 (configuration not stated) | -4 | 1.4 | -11 | -0.1 | -0.6 | 0.0 | -0.3 | -1.9 | 2 | -2 | -0.3
Cc1ccccc1N1C(=O)c2cccc([N+](=O)[O-])c2C1=O | -2 | 1.2 | -1 | -1.4 | -1.1 | -0.8 | -0.2 | -0.1 | 22 | -2 | -0.5
COc1ccc(C2C(C(=O)NCc3cccnc3)c3cc(OC)c(OC)cc3C(=O)N2C)cc1 (configuration not stated) | -1 | 3.0 | -2 | -1.7 | 0.6 | -0.9 | -1.0 | 1.2 | 3 | 2 | 1.0
CCc1ccccc1N(CC(=O)N1CCCC1)S(C)(=O)=O | -3 | 0.1 | -2 | -0.1 | -0.1 | -0.8 | 0.1 | -0.4 | -4 | -2 | -0.2
COc1cccc(OC)c1C(=O)OCCCOC(=O)c1c(OC)cccc1OC | 1 | -2.4 | 4 | 2.1 | 1.1 | -0.8 | -2.2 | -0.5 | -4 | 0 | 1.3
CC1CN(CCCOc2ccccc2[N+](=O)[O-])CC(C)O1 (configuration not stated) | -3 | 1.4 | -5 | 1.2 | 0.9 | -0.2 | -1.1 | 1.0 | 4 | -2 | 0.5
CC1=CC(C)(C(Cl)(Cl)Cl)C(C)=CC1=NO (configuration not stated) | -4 | -2.9 | 2 | 2.3 | -0.9 | -1.3 | -1.0 | 1.5 | -1 | -2 | -0.1
COc1ccc(CCN(C)c2ncnc3sccc23)cc1OC | -2 | -1.9 | 2 | -0.1 | -0.7 | -1.7 | -2.4 | -0.7 | -3 | -1 | -1.1
Cc1cc(C(=O)NCCc2ccc(Cl)cc2)c(C)o1 | -4 | 7.4 | -2 | 3.6 | 1.2 | 0.1 | 1.3 | 1.9 | -9 | 2 | 5.5*
O=C(Nc1c(Cl)c(C2CC2)nn1-c1ccccc1)C(Cl)(Cl)Cl | 1 | -2.9 | 4 | nt | nt | -1.3 | -0.2 | 0.7 | 4 | -3 | 0.1
COc1ccc(CCN2C(=O)C=CC2=O)cc1OC | -2 | -2.9 | -3 | -5.7 | -0.5 | -1.5 | -0.1 | -0.3 | 16 | -3 | -2.6
CCN(CC(=O)Nc1ccccc1C(F)(F)F)C(=O)COc1cccc2c1OC(C)(C)C2 | -7 | -0.6 | 3 | 0.7 | 0.1 | -0.1 | 2.6 | 2.6 | -3 | -3 | -0.1
O=C(CCN1CCCC1)Nc1ccc(Br)cc1 | -4 | -1.9 | -5 | 0.3 | 0.5 | -0.8 | 0.4 | -0.8 | -1 | -4 | -0.1
Cn1c(NCc2ccccc2)nc2cc(-c3cccc(C(F)(F)F)c3)sc2c1=O | 1 | 1.0 | -8 | 1.2 | nt | -1.3 | -1.6 | -0.1 | -7 | -4 | -0.1
C[C@H](NC(=O)c1nc[nH]c1C(=O)N(C)Cc1ccccc1)c1ccccc1 | 1 | 1.9 | 9 | 1.9 | 1.4 | -1.4 | -1.0 | -0.4 | -1 | 0 | -0.1
CCN(CC(=O)Nc1c(F)cccc1F)C(=O)CCCN1C(=O)c2ccccc2C1=O | -10 | 3.3 | -5 | 1.3 | 1.1 | -0.1 | 1.6 | 1.0 | -9 | 1 | -0.4
O=C(CCNS(=O)(=O)c1ccccc1F)N1CCN(C/C=C/c2ccccc2)CC1 | -3 | 0.4 | -7 | 1.1 | -0.8 | -1.0 | 1.1 | 1.3 | 6 | -2 | -0.2
CCOC(=O)N1CCN(C(=O)COc2ccc(S(=O)(=O)NC3CCCCC3)cc2C)CC1 | 2 | -1.1 | 5 | 0.1 | -1.5 | -1.1 | -2.9 | 0.8 | 2 | -1 | -1.1
CCOC(=O)CC1(CCc2ccccc2)Oc2ccccc2O1 | 1 | 1.3 | 1 | nt | nt | -1.0 | 1.3 | -0.8 | 2 | -2 | 1.7
CC1(C(=O)NS(=O)(=O)c2ccc(Cl)cc2)CCN1C(=O)CCc1ccccc1 (configuration not stated) | -2 | 2.3 | -12 | 0.0 | nt | -0.5 | 0.2 | -2.3 | 1 | -4 | 2.0
CCN(Cc1ccccc1)S(=O)(=O)c1ccc2c(c1)NC(=O)CC(=O)N2 | 4 | -3.2 | 11 | -1.4 | 0.7 | -1.5 | 0.8 | -1.3 | 0 | -2 | -0.4
CCc1ccc(OC(=O)Nc2ccccc2)cc1 | 2 | 11* | 9 | 5.6 | 3.1 | 0.7 | 6.2* | -0.6 | 5 | 10* | 2.1
Cc1cccc(N2CCN(C(=O)c3ccc4c(=O)[nH]c5c(C(=O)NC6CCCC6)sc(=S)n5c4c3)CC2)c1C | -2 | 6.9 | -5 | nt | nt | -1.4 | 0.9 | -1.7 | -8 | -5 | 0.1
Cc1ccc(NC(=O)CN(C)C(=O)c2cc(S(=O)(=O)N(C)C)ccc2N2CCCC2)cc1 | -3 | -2.2 | -5 | 2.6 | -0.3 | -0.9 | 0.0 | -0.9 | -1 | -3 | 1.3
Clc1cccc(-c2nc(NCc3cccnc3)c3ccccc3n2)c1 | 0 | -0.3 | 16 | -5.4 | -0.7 | -1.3 | -1.1 | -2.8 | 9 | -2 | -0.1

The closing two compounds of the part above come first, to join the parts.
SMILES | ADAM17 inh | hgDAF-12 ag | ADAM10 inh | FXN GAA850 act | DAX1 inh-1 | ssDAF-12 act | hcDAF-12 act | PG9 binder | NPR1 activator | SMARCA2 act | DAX1 inh-2
Cc1ccc(NC(=O)CN(C)C(=O)c2cc(S(=O)(=O)N(C)C)ccc2N2CCCC2)cc1 | -3 | -2.2 | -5 | 2.6 | -0.3 | -0.9 | 0.0 | -0.9 | -1 | -3 | 1.3
Clc1cccc(-c2nc(NCc3cccnc3)c3ccccc3n2)c1 | 0 | -0.3 | 16 | -5.4 | -0.7 | -1.3 | -1.1 | -2.8 | 9 | -2 | -0.1
C=CCOc1c(CNc2ccc(C(=O)O)cc2)cccc1OCC | -6 | 0.1 | -7 | 3.0 | 1.6 | -1.2 | -1.7 | 0.9 | 4 | 1 | 1.1
O=C(NN=C(Cc1ccccc1)Cc1ccccc1)c1ccc(F)cc1 | 1 | 8.8 | -2 | 1.6 | -1.0 | -0.8 | 6.8* | -1.1 | -4 | 5 | 0.7
C[C@]12c3[nH]c4ccccc4c3CCN1C(=O)C(CC(=O)NCC13CC4CC(CC(C4)C1)C3)C[C@@H]2C(=O)N1CCCCC1 (some centres not stated) | 0 | -0.7 | -11 | -0.3 | 0.3 | -1.6 | -0.1 | -2.4 | -6 | -1 | 0.3
CC(NS(=O)(=O)c1ccccc1)C(=O)Nc1ccc2c(c1)OCCO2 (configuration not stated) | -4 | -3.0 | 5 | -2.0 | -0.1 | -0.9 | -1.5 | -1.7 | 1 | -2 | 0.0
CC(=O)Nc1ccc(S(=O)(=O)NC2(C(F)(F)F)C(=O)Nc3c2c(=O)[nH]c(=O)n3Cc2ccccc2)cc1 (configuration not stated) | -1 | -0.6 | -10 | 2.4 | 2.0 | -0.6 | 0.3 | 1.6 | 2 | -4 | -0.7
CC1CCCCC1N(C(=O)c1cc(C2CC2)on1)C1CCCCC1 (configuration not stated) | -4 | 12* | 5 | nt | nt | -0.8 | -0.9 | nt | -6 | -2 | 0.4
CCN1C(=O)c2ccccc2Sc2ccc(C(=O)NCCCN3CCOCC3)cc21 | 0 | -1.7 | 8 | -1.1 | -0.6 | -1.6 | -0.2 | -0.9 | 5 | 1 | 1.0
COc1ccc(-n2c(C)c(C)c3c(NCCN(C)C)ncnc32)cc1 | 1 | 0.4 | 13 | -1.7 | 1.5 | 0.1 | 0.6 | -0.3 | -11 | -1 | 0.5
CCC1CCC2(CC1)NNC(=S)NN2 | -4 | -9.0 | -3 | -10 | -1.6 | -2.9 | -4.3 | -1.6 | -3 | -7 | -1.3
CC(=O)N1CCN=C1SCc1ccc(F)cc1 | -2 | -1.6 | -4 | -0.6 | -0.5 | -1.7 | -1.4 | 0.9 | -1 | 2 | 0.2
COc1ccc(N(CC(=O)NCc2cccs2)S(=O)(=O)c2c(C)n[nH]c2C)cc1 | -1 | 0.1 | 6 | -1.7 | -1.2 | -0.6 | -1.2 | -2.8 | -6 | 6 | 0.4
O=C(CSc1nc2ncccc2[nH]1)Nc1ccccc1-c1ccccc1 | -2 | 0.3 | 2 | 0.7 | 0.2 | -1.2 | -1.5 | -0.1 | -1 | 0 | -0.5
Cc1ccccc1CCN1CCCC(CN(C)C(=O)c2ccc3ncccc3c2)C1 (configuration not stated) | -2 | -1.1 | -1 | 1.5 | 2.2 | -1.2 | -1.8 | -2.0 | -1 | 1 | 0.2
COc1cccc(-n2cnnc2SCC(=O)NC2CC2)c1 | 0 | -0.3 | 0 | 2.8 | 2.7 | -0.2 | 0.0 | 2.1 | 1 | -1 | 0.7
COc1ccc(NC(=O)Nc2cccc(F)c2)c(OC)c1 | 0 | 4.2 | 3 | 1.2 | 1.0 | -1.5 | 0.4 | -2.7 | 2 | 3 | 0.0
COc1ccccc1NC1SC(=O)N(c2ccccc2)C1=O (configuration not stated) | 1 | 2.4 | 0 | 2.4 | 0.1 | -0.5 | 0.2 | -0.7 | -1 | 3 | 1.3
CC12CCC3C(CCC4CC(O)CCC43C)C1CC(O)C2 (configuration not stated) | 0 | 0.8 | 1 | 1.1 | -1.6 | -1.6 | -1.5 | -0.3 | -5 | -5 | -0.3
CCN1C(=O)[C@@H]2[C@@H](c3ccc(-c4ccc(Cl)c(Cl)c4)cc3)N3CCCC[C@@]3(C(=O)OC)[C@@H]2C1=O | -6 | -0.4 | -11 | 2.2 | -0.1 | -1.2 | 1.4 | -0.7 | -2 | 0 | 0.3
Cc1ccccc1CN1[C@@H](CC(C)C)COc2cc(Br)ccc2S1(=O)=O | 3 | -1.1 | 7 | nt | nt | -1.3 | -3.0 | 2.6 | -1 | -2 | 1.4
Cn1c(NC(=O)c2ccccc2)c(-c2ccccn2)c(=O)c2ccccc21 | 4 | -2.0 | -7 | -3.5 | -0.4 | -1.6 | 0.8 | 0.7 | 0 | -3 | 1.6
C=CCn1c(Sc2nncn2C)nc2c1c(=O)[nH]c(=O)n2C | -2 | 1.5 | -1 | 3.0 | 2.0 | -0.6 | -1.1 | -1.2 | 3 | -2 | 0.1
